H37Rv inhibition – M. tuberculosis growth inhibition, HTS (AID 449762) | M. tuberculosis H37Rv growth inhibition, 7H9 media; higher % means a stronger effect | inhibition, % at 25 µM; hits with a dose series show IC50 in µM | 330,000 tested, 0.59% active; in the data active = a potency from the dose series; inconclusive = inhibition above about 70% without an active follow-up result;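 also: bacterial growth assessed after seven days of incubation; strong numbers were not always called active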
PhoP GFP inhibition – PhoP regulon inhibitors, Salmonella typhi PhoP promoter GFP reporter, confirmatory (AID 1850) | 310,000 tested, 0.33% active | one-dose inhibition, % at 50 µM; IC50 in µM for titrated hits | Salmonella Typhi PhoP-promoter GFP reporter, fluorescence, 4 h; higher % means a stronger effect; in the data active = a potency from the dose series; inconclusive = inhibition mostly from about 25% at the one dose, without a potency; inactive = the rest, 99 in 100 with inhibition below about 19%;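 also: 0% = induced wells with vehicle and 100% = uninduced wells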
tuberculosis growth – growth inhibition of non-replicating M. tuberculosis (AID 488890); inhibition, % at 25 µM; hits with a dose series show IC50 in µM; Mycobacterium tuberculosis non-replicating, growth inhibition; higher % means a stronger effect; 320,000 tested, 0.39% active; in the data active = a potency from the dose series; inconclusive = inhibition mostly from about 82% at the one dose, without a potency; inactive = the rest, 99 in 100 with inhibition below about 76%;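 also: plate controls were DMSO cells for no effect and high antibiotic wells for full effect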
H1N1 NS1A inhibition – H1N1 influenza NS1A inhibitors, functional cell based assay (AID 504329). NS1A functional cell-based assay, percent inhibition; higher % means a stronger effect. inhibition, % at 12.5 µM; hits with a dose series show IC50 in µM. 340,000 tested, 0.3% active; in the data active = a potency from the dose series; inconclusive = inhibition above about 27% without an active follow-up result; also: strong numbers were not always called active
inhibitors of VEEV – inhibitors of VEEV TC-83 cytopathic effect, confirmation, Vero cells (AID 588727); Vero cells, VEEV TC-83 cytopathic effect inhibition; higher % means a stronger effect; inhibition, % at 20 µM; hits with a dose series show IC50 in µM; 350,000 tested, 0.13% active; in the data active = a potency from the dose series; inconclusive = inhibition mostly from about 14% at the one dose, without a potency; inactive = the rest, 99 in 100 with inhibition below about 12%; also: strong numbers were not always called active
inhibitors of VEEV 10K pilot screen – also measured in inhibitors of VEEV; calls as there; inhibition, %; measured here: 10K pilot screen inhibition
* marks the source's active call; other numbers are inactive results; i = inactive; ? = inconclusive; / = not tested or not shown.

SMILES	H37Rv inhibition	PhoP GFP inhibition	tuberculosis growth	H1N1 NS1A inhibition	inhibitors of VEEV	others
O=C(Nc1cccnc1Cl)c1cccc(S(=O)(=O)N2CCOCC2)c1	/	/	/	12%	1.8%
C=CCn1c(SCC(=O)N2CCCC2)nc2cc(C(=O)NCC3CCCO3)ccc2c1=O (centres undefined)	-3%	-1%	2%	1%	0.5%	inhibitors of VEEV 10K pilot screen=5.7
CCc1csc(CCNC(=O)C2CCC(=O)N(Cc3ccccc3F)C2)n1 (centres undefined)	-6%	-14%	0%	-2%	0.3%
COc1cccc(-c2nc(SC)nc3sc(C(=O)NC(C)(C)C)c(N)c23)c1	35%	-33%	3%	-5%	i	inhibitors of VEEV 10K pilot screen=2.5
COc1ccc(NC(=O)NCCN2C(=O)C3C4C=CC(C4)C3C2=O)cc1 (centres undefined)	-5%	1%	1%	-5%	0.2%
COC(=O)c1ccc(Cn2nnc3c(=O)[nH]c(C4CCCN(S(=O)(=O)c5ccccc5Cl)C4)nc32)cc1 (centres undefined)	7%	-7%	4%	-11%	3.0%
CC(=O)c1c(C)[nH]c(C(=O)Nc2cccc(C(F)(F)F)c2)c1C	7%	-11%	9%	13%	3.0%
CC(C)c1ccccc1NC1=CC(=O)CC(C)(C)C1	4%	-10%	-23%	-12%	1.2%
CCOCC(=O)Nc1nnc(Cc2ccc(OC)c(OC)c2)s1	-8%	-6%	26%	6%	1.1%
CCN(CC)C(=O)N1CCN(S(=O)(=O)c2c(C)cc(C)cc2C)CC1	-3%	9%	2%	2%	i
C=CCN=C1N[C@@H](c2ccccc2)C(C(=O)OC)=C(C)N1CC	-3%	2%	25%	10%	0.5%
COc1ccc(SC[C@H](Cc2ccccc2)N2CCN(CCc3ccccc3)CCC2=O)cc1	37µM*	-11%	63%	-9%	i
COc1ccccc1N1CCN(Cc2ccsc2)CC1	-9%	-3%	0%	1%	1.1%
CCc1ccc(C2C(C#N)=C(N)Oc3n[nH]c(CC(=O)OC)c32)cc1 (centres undefined)	-3%	0%	2%	-14%	3.2%
CC(C)C1N=C2c3ccccc3N=C(SCc3cc(=O)n4cc(Cl)ccc4n3)N2C1=O (centres undefined)	64%	-7%	-9%	-2%	9.7%
O=[N+]([O-])c1ccc2c(c1N1CCCCC1)=NC1(CCCCC1)[N+]=2[O-]	-1%	6%	27%	-7%	1.9%
CC1Cc2ccccc2N1C(=O)CCn1c(=O)oc2ccccc21 (centres undefined)	-5%	-7%	-1%	3%	4.3%
Cc1cc(C)nc(NS(=O)(=O)c2ccc(NC(=O)c3snnc3C)cc2)n1	-8%	-8%	1%	3%	1.0%
CNC(=S)N/N=C/C1=CCC2CC1C2(C)C (centres undefined)	1%	-8%	17%	29%	0.1%
CN1CCN(C2=Cc3ccccc3Sc3cc(F)c(Cl)cc32)CC1	?	33µM*	15%	15%	i
CCn1c(O)c(/C=C2\C=Nc3ccccc32)sc1=O	2%	-15%	9%	3%	1.6%
O=C(Cc1cc(=O)[nH][nH]1)N/N=C/c1c(F)cccc1Cl	-3%	-4%	-2%	4%	0.8%
CC(NCc1cccc(OCc2ccccc2)c1)C(O)c1ccccc1 (centres undefined)	?	18%	63%	-8%	i
S=c1[nH]nc(Nc2cccc3ccccc23)s1	-5%	2%	-11%	/	2.1%

The list goes on, overlapping the part above by 7 compounds.
SMILES	H37Rv inhibition	PhoP GFP inhibition	tuberculosis growth	H1N1 NS1A inhibition	inhibitors of VEEV	others
Cc1cc(C)nc(NS(=O)(=O)c2ccc(NC(=O)c3snnc3C)cc2)n1	-8%	-8%	1%	3%	1.0%
CNC(=S)N/N=C/C1=CCC2CC1C2(C)C (centres undefined)	1%	-8%	17%	29%	0.1%
CN1CCN(C2=Cc3ccccc3Sc3cc(F)c(Cl)cc32)CC1	?	33µM*	15%	15%	i
CCn1c(O)c(/C=C2\C=Nc3ccccc32)sc1=O	2%	-15%	9%	3%	1.6%
O=C(Cc1cc(=O)[nH][nH]1)N/N=C/c1c(F)cccc1Cl	-3%	-4%	-2%	4%	0.8%
CC(NCc1cccc(OCc2ccccc2)c1)C(O)c1ccccc1 (centres undefined)	?	18%	63%	-8%	i
S=c1[nH]nc(Nc2cccc3ccccc23)s1	-5%	2%	-11%	/	2.1%
O=C(Cn1c(=O)oc2ccccc21)Nc1nc(-c2ccc(Br)cc2)cs1	7%	-10%	1%	-3%	0.2%
O=C(CN1CCN(S(=O)(=O)c2ccccc2)CC1)NC(=O)NC1CCCCC1	6%	-2%	20%	10%	4.5%
COc1ccccc1NC(=O)N(CCCN1CCOCC1)Cc1cc2cc3c(cc2[nH]c1=O)OCO3	-3%	2%	0%	-2%	2.3%
CC(C)NCC(O)COc1ccc(CC(N)=O)cc1 (centres undefined)	0%	-5%	9%	1%	0.3%
COc1ccc(CC(=O)OCC(=O)Nc2ccc(Cl)cc2C)cc1	2%	/	68%	-1%	1.2%
Cc1cc(C)c(S(=O)(=O)Nc2ncn[nH]2)cc1C	-6%	-3%	16%	-2%	0.7%
O=C(COCc1cc(-c2ccc3c(c2)OCO3)on1)N1CCN(c2ccc(F)cc2)CC1	4%	2%	9%	-9%	0.8%
CCN(CC)CCNC(=O)c1ccc2c(c1NCCO)C(=O)c1ccccc1C2=O	14%	10%	?	/	/
CN1CCN(c2ccc(S(=O)(=O)N3CCCCC3)cc2NC(=O)c2ccc(F)cc2F)CC1	5%	0%	-2%	2%	i
Nn1c(SCc2ccccc2)nnc1C1CCCCC1	-5%	-6%	78%	2%	0.5%
COc1ccc(-n2nnnc2SC(C)C(=O)NCC(=O)Nc2ccc(F)c(F)c2F)cc1 (centres undefined)	1%	-4%	17%	-15%	1.4%
CC(=O)Nc1ccc2nc(NC(=O)CCc3ccccc3)sc2c1	5%	2%	7%	-2%	4.0%
C/C(CC(=O)Nc1cccc(Br)c1)=N\NC(=O)c1ccc(O)cc1O	6%	-3%	-4%	-6%	1.0%
O=C(C[n+]1cccc(Br)c1)c1ccccc1	7%	7%	-5%	-6%	1.5%
COc1cc(/C=C(\C#N)C(=O)Nc2ccccc2F)ccc1OCCN1CCOCC1	5%	0%	-9%	4%	1.6%
COC(=O)CNC(=O)CN1c2cccc3cccc(c23)S1(=O)=O	-11%	-5%	-2%	0%	i	inhibitors of VEEV 10K pilot screen=0.4
CCCN1Cc2cc(OC)ccc2-c2ccccc2S1(=O)=O	/	/	/	5%	0.2%
COCC(=O)N/N=C\c1cccc(OC)c1OC/C=C/c1ccccc1	2%	1%	36%	-8%	6.9%
O=C(COc1ccc(Br)cc1)NNC(=O)Cc1ccc(S(=O)(=O)N2CCOCC2)s1	/	/	/	3%	1.8%
COc1ccc(CNC(=O)c2cccnc2Sc2ccc(Cl)cc2)cc1	-3%	-9%	10%	-1%	i
NC(=O)CC(NC(=O)Cc1ccc(Br)cc1)c1ccc(NCCOc2ccccc2)c([N+](=O)[O-])c1 (centres undefined)	2%	-5%	-3%	-4%	0.3%	inhibitors of VEEV 10K pilot screen=0.8
CCOc1ccc(Cl)cc1S(=O)(=O)n1nnc2ccccc21	-6%	16%	43%	-2%	5.2%	inhibitors of VEEV 10K pilot screen=0.2
COc1cccc(NC(=O)Cc2ccc3ccccc3c2)c1	16%	-10%	43%	-78%	1.3%
COCCN(Cc1nc(C2(c3ccc(C)cc3)CCCC2)no1)C(C)C	6%	-11%	13%	3%	2.4%
O=C(c1ccccc1[N+](=O)[O-])n1cnc2ccccc21	-2%	0%	-8%	0%	5.3%
Cc1nnc(SCC(=O)Nc2ccc(N3CCOCC3)cc2)o1	-7%	-5%	-16%	7%	5.9%
Cc1ccc(C2=NOC(C)(c3nnc(-c4ccncc4)o3)C2)cc1 (centres undefined)	-11%	-3%	21%	-16%	i	inhibitors of VEEV 10K pilot screen=0.5
Cc1cccc(OCC(=O)NCC(C)(C)N2CCOCC2)c1	-7%	/	6%	2%	7.5%
O=C(NC(=S)Nc1cccc(O)c1)C1CCCCC1	8%	/	77%	-1%	4.5%
COc1ccc(C(=O)c2ccccc2O)c(O)c1	11%	-4%	26%	9%	3.0%
CCn1c(Cc2ccc(OC)cc2)nnc1SCC(=O)N1CCN(c2ccccc2)CC1	-8%	-4%	29%	-7%	i
N#CCC(=O)c1sccc1-n1cccc1	0%	-10%	2%	4%	1.7%
O=C(CCNS(=O)(=O)c1ccc(Cl)cc1)N1CCN(c2ncccn2)CC1	/	/	/	-11%	1.8%
Cc1c(C(=O)NCC2COc3ccccc3O2)oc2ccc(S(=O)(=O)N3CC(C)CC(C)C3)cc12 (centres undefined)	-12%	4%	-1%	-1%	1.1%
O=C(Nn1c(=O)[nH]c2ccccc2c1=O)c1ccco1	-5%	14%	19%	-2%	i
CN1C(=O)C(CC#N)(C2(CC#N)C(=O)N(C)c3ccccc32)c2ccccc21 (centres undefined)	/	/	/	3%	i
CC(C)[C@H](NC(=O)Nc1ccc(S(N)(=O)=O)cc1)C(=O)O	-7%	0%	-3%	-2%	0.8%
N/C(=N\OC(=O)c1ccc2ccccc2c1)c1cccc([N+](=O)[O-])c1	?	-9%	51%	-2%	i
O=C(NC1CCCCC1)c1cc(-c2ccc(Cl)cc2)on1	4%	14%	0%	2%	2.2%
CCN1CCN(S(=O)(=O)c2ccc(OC)c(NC(=O)c3ccccc3)c2)CC1	-2%	-2%	-16%	0%	0.8%
CCn1ccnc1CN1CCC(n2nccc2NC(=O)c2ccccc2OC)CC1	5%	-9%	10%	2%	1.4%
Cc1ccsc1C(=O)C1CCCN(Cc2cc(F)ccc2-n2cccn2)C1 (centres undefined)	-3%	-6%	21%	10%	i
O=C(COC(=O)c1ccc2ccccc2n1)Nc1ncc(C(F)(F)F)cc1Cl	-13%	-2%	56%	-6%	2.3%
COc1cccc(NC(=O)CSc2nc3ccccc3c(=O)n2C)c1	-8%	6%	53%	-4%	5.4%
Cn1c(=N)n(CC(O)c2ccccc2)c2ccccc21 (centres undefined)	5%	3%	0%	-2%	0.6%
Cc1cc(=O)c2c([nH]1)c(C)cc1[nH]c(C)c(C)c12	13%	/	52%	-14%	3.7%
COCCCn1c(Cc2csc(Nc3ccc(F)cc3)n2)nnc1SCC(N)=O	-7%	-20%	16%	2%	0.4%
O=C(C[n+]1ccccc1)Nc1ccccc1[N+](=O)[O-]	-2%	8%	-23%	-4%	i
Cc1ccc(NC(=O)CN2C(=O)c3ccccc3C2=O)c(C)c1	-6%	9%	-7%	-17%	i
CC(=O)N1c2ccc(S(=O)(=O)NCC3CCC(C(=O)Nc4cc(C)ccn4)CC3)cc2CC1C (centres undefined)	4%	0%	28%	0%	4.3%
Cc1cccc(OP(=O)(Nc2c(C)n(C)n(-c3ccccc3)c2=O)Oc2cccc(C)c2)c1	0%	-6%	41%	-10%	0.7%
Cc1cc(C)c2cc(C#N)c(N3CCCC3)nc2c1	-3%	5%	15%	-8%	1.2%
COc1ccc(CCNC(=S)NC(=O)c2c(-c3ccccc3Cl)noc2C)cc1OC	-4%	8%	16%	/	4.9%
COc1ccc(C(=O)NC(CC(C)C)C(=O)O)cc1OC (centres undefined)	-2%	4%	-11%	3%	i
Cc1ccccc1C1C(C#N)=C(N)N(N(C)C)C2=C1C(=O)CC(C)(C)C2 (centres undefined)	-3%	-1%	-1%	0%	0.4%
Cc1ccc(C(=O)COC(=O)CCS(=O)(=O)c2ccccc2)cc1[N+](=O)[O-]	-7%	/	17%	-9%	2.0%
Cc1cccc(C(=O)N2CCCC(N3CCN(c4ccc(F)cc4)CC3)C2)n1 (centres undefined)	-1%	-16%	2%	3%	i
CC(C)c1ccc(/C=C2\SC(=O)N(CC(=O)NC3C=CS(=O)(=O)C3)C2=O)cc1 (centres undefined)	9%	1%	40%	3%	3.1%
O=C(Nc1ccccc1C(=O)NCCN1CCOCC1)c1ccc(Cl)cc1Cl	3%	4%	13%	-2%	i
COC(=O)CSc1nnc(-c2sc3ccccc3c2Cl)o1	?	-3%	?	6%	2.4%
CN(C)CC1CCC/C(=C\c2ccc(OC(=O)/C=C/c3ccc(Cl)c(Cl)c3)cc2)C1=O (centres undefined)	/	/	/	-1%	>25µM*

Screens deposited in PubChem BioAssay by Southern Research Specialized Biocontainment Screening Center.
